Mito fusion yeast: inhibitors of mitochondrial division or activators of mitochondrial fusion; S. cerevisiae fusion-defective mutant growth rescue, CellTiterGlo 48 h; Potency, µM (series often up to 46.1 µM), for the others: at the highest dose growth rescue (activation), most hits filed as activators; 0.23% of 320,000 active; AID 485298;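 note: potency is the fitted concentration of half-maximal effect; % of control where 0% means no effect; nearly all actives have a fitted effect of over 45% in size; temperature-sensitive fusion mutants such as fzo1-1 at 37 °C on non-fermentable ethanol glycerol medium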
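Yeast fusion mutant, YPEG (non-fermentable carbon), compound, 48 h at 37C non-permissive; CellTiterGlo added, 10 min RT, luminescence read. Rescued growth = division inhibition.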
USP2a block: blocks human ubiquitin-specific protease USP2a | O75604 | USP2 core, Ub-CHOP2 coupled fluorogenic reporter, 485/531 | Potency, µM (series often up to 38.3 µM), without a hit: top-dose activity change, negative = inhibition, hits mostly inhibitors | 0.01% of 330,000 active | AID 463254;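 note: potency is the fitted concentration of half-maximal effect; plate controls were DMSO wells for no effect and full inhibition by NEM control for full effect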
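USP2 core (10nM final) preincubated 30min RT with compound in 20mM Tris-HCl pH 8.0, 2mM CaCl2, 2mM beta-mercaptoethanol, 0.05% CHAPS; 25nM Ub-CHOP2 plus 25nM reporter substrate added, fluorescence (Ex485/Em531) read after 60min.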
TRPV1 ag: activates the human vanilloid receptor TRPV1; Q8NER1; TRPV1-expressing cells, Fluo-8 calcium influx, agonist mode; activation, % at 8.33 µM; 0.19% of 320,000 active; AID 540275; in the data active = activation above about 80%; inconclusive = between about 30% and that limit; note: 0% is about no effect
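Cells expressing TRPV1 were dye-loaded with Fluo-8 and read kinetically: 10 s baseline, 3 min after compound (agonist portion), then 2 min after EC20 capsaicin (allosteric enhancer portion). Calcium-bound dye fluorescence at 480/520 nm.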
Eya2 inh: blocks the phosphatase activity of human Eya2. O00167. 0.006% of 330,000 active. Potency, µM (series often up to 76.9 µM), without a hit: at the highest dose activity, negative = inhibition, hits mostly inhibitors. recombinant Eya2, OMFP fluorescence dephosphorylation (OMFP is methylfluorescein phosphate); note: potency is the fitted concentration of half-maximal effect; % is set by controls: 0 for no effect and ±100 for the full control effect
Target sequence (O00167 whole entry, looked up): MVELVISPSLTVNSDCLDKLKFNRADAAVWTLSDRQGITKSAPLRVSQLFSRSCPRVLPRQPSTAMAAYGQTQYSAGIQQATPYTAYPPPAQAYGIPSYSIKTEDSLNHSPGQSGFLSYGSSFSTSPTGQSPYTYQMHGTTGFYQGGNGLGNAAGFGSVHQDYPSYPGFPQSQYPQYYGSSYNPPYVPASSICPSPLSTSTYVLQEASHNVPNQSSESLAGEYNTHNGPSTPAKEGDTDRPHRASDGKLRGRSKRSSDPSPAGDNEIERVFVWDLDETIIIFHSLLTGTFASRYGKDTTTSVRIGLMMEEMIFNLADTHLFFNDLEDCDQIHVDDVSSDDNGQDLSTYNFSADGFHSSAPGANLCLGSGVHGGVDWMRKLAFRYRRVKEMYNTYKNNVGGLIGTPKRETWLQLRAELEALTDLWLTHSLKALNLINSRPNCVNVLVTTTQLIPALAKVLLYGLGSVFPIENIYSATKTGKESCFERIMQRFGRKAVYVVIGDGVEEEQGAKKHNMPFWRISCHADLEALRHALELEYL
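Eya2 (0.2 uM) preincubated 10 min at ambient with compound, then OMFP substrate added at 50 uM; 10 min reaction in 50 mM HEPES pH 7.5, 50 mM NaCl, 5 uM MgCl2, 0.05% BSA, 1 mM DTT. Fluorescence read at Ex 485/Em 525 nm.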
KCNH2 WT inh: inhibitors of human wildtype KCNH2 potassium channel; Q12809; U2OS, BacMam KCNH2, thallium flux FluxOr; active compounds read low; activity change, % at 1.84 µM; 0.37% of 340,000 active;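 active = maximum activity change below -70%; inconclusive = maximum activity change between -70% and -50%; inactive = maximum activity change above -50%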; note: % is set by controls: 0 for no effect and ±100 for the full control effect
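U2OS cells were transduced with wild-type KCNH2 virus (2.03 x 10^8 / mL) for 4 h at room temperature, then cultured overnight at 37 C. Thallium flux was read with FluxOr dye. Rate constants were normalized to DMSO controls.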
KCNH2 3.1 block: inhibitors of human KCNH2 3.1 potassium channel isoform. U2OS KCNH2 3.1, thallium flux FluxOr; active compounds read low. activity change, % (tested at about 1.8 µM). 0.95% of 340,000 active;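 active = maximum activity change below -70%; inconclusive = maximum activity change from -70% to -50%; inactive = maximum activity change above -50%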;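 note: thallium influx rate constant from kinetic fluorescence after stimulation buffer; % is set by controls: 0 for no effect and ±100 for the full control effect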
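Virally transduced U2OS (3.1 isoform, 4 h infection in dark at RT) → overnight 37 C → FluxOr + Red40 in HBSS/HEPES, 45 min → stimulation buffer, 2 min kinetic read → rate constant vs DMSO controls.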
A-T KAP1 phos: potential ataxia-telangiectasia treatments restoring KAP-1 phosphorylation; […] A-T fibroblasts, KAP-1 phosphorylation AlphaLISA; neocarzinostatin DNA damage 30 min before lysis; Potency, µM (series often up to 57.5 µM), for inactives: top-dose activation, most hits filed as activators; 0.19% of 320,000 active; note: potency is the fitted concentration of half-maximal effect; % of control where 0% means no effect; nearly all actives have a fitted effect of over 45% in size
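hTERT-immortalized A-T patient fibroblasts ([…]), 500 cells/well in OPTI-MEM, 1% FBS, got compounds for 60 min, then NCS for 30 min at 37C. Lysates were then assayed for phospho-KAP-1 by AlphaLISA (anti-pKAP1 donor, anti-KAP1 acceptor beads), 6 hr at 25C.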
TCR act: activates T cell receptor signaling | primary human leukocytes, anti-CD3, IL-2 HTRF, 48 h | Potency, µM (doses to about 9.22 µM), for the others: at the highest dose activation of IL-2 secretion, usual class: activators | 330,000 tested, under 10 active | AID 504894; note: % of control where 0% means no effect
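Activity was scored as IL-2 release from primary human leukocytes given only a TCR signal (a-CD3 beads) plus compound for 48 hr. Detection used a two-antibody HTRF format read at 665nm.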
TSHR antagonist: blocks TSH signaling through the human TSH receptor. activity change, negative = inhibition, % at 11.5 µM. P16473. TSHR-expressing cells, TSH-stimulated cAMP HTRF, 2 h; active compounds read low. 0.2% of 330,000 active;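 active = activity change below a set negative limit, meaning inhibition stronger than a set level, cut at about -70% in these data; inconclusive = activity change between two set negative limits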; note: % is set by controls: 0 for no effect and ±100 for the full control effect
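Inhibition of cAMP made by TSHR-expressing cells under TSH stimulation (4nM final, EC80; 2 h, 37 deg C) is quantified with a one-step lysis HTRF kit, anti-cAMP cryptate versus cAMP-d2.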
ELG1 DNA repair: ELG1-dependent DNA repair inhibition | 2.3% of 330,000 active | Potency, µM (highest dose often 46.1 µM), inactives show at the highest dose activity change, negative = inhibition, hits mostly inhibitors | HEK293T ELG1-luciferase reporter, luminescence, 16 h; DNA damage induced by 5-fluorouridine; note: potency is the fitted concentration of half-maximal effect; % is set by controls: 0 for no effect and ±100 for the full control effect; nearly all actives have a fitted effect of over 55% in size
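Reporter activity after DNA damage by 5-fluorouridine is monitored. Compound-treated cells incubate 16 hr at 37 °C, then ONE-Glo is added for 30 min before luminescence reading.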
* = called active by the depositor; ? = inconclusive; . = no result given; [ ] = dose if it differs, or a comment. Unless noted, calls come from the whole dose curve; as a rule, active = well fitted curve in the direction sought with a large enough effect; inconclusive = small, poorly fitted or top-dose-only effect, or another doubt; inactive = no such curve, though single readings can be large; an effect the other way counts as inactive or inconclusive.

Under each structure: TSHR antagonist	TRPV1 ag	Eya2 inh	ELG1 DNA repair	Mito fusion yeast	TCR act	A-T KAP1 phos	KCNH2 WT inh	USP2a block	KCNH2 3.1 block
O=C(CSc1ccccc1Cl)NC1CCCc2ccccc21 (configuration not stated)
  -2	23	-2%	1%	23%	-4%[46.1 µM]	2%	-7	1%	6
CS(=O)(=O)N(CC(=O)NCc1ccco1)c1ccc2c(c1)OCO2
  14	2	13%	-3%	-4%	-1%	2%	-8	-4%	3
Cc1ccc(S(=O)(=O)N2CCN(C(=O)c3ccco3)CC2)cc1
  0	0	9%	-2%	-3%	-4%	5%	-2	2%	34
Cc1ccc(/C=N/n2c(-c3ccco3)n[nH]c2=S)s1
  -7	-5	-15%	3%	9%	8%[46.1 µM]	-8%	-1	4%	-6
CCCN1CCN(CCCNC(=S)Nc2ccc(F)cc2)CC1
  7	0	?	?	-8%	-6%	0%	-8	2%	2
O=S(=O)(Nc1cccc(S(=O)(=O)N2CCCCCC2)c1)c1ccccc1
  5	1	20%	2%	1%	-2%	2%	-1	-7%	-10
COCCn1c(=S)[nH]c2sc3c(c2c1=O)CCC(C)C3 (configuration not stated)
  -8	-3	0%	-5%	?	-1%	-2%	-11	-1%	16
CC1=Nc2ccccc2/C1=C/c1sc(=N)n(-c2nccs2)c1O
  -11	9	11%	?	6%	2%	2%	1	2%	-9
COc1ccc(C(C(=O)NC2CCCCC2)N(C(=O)c2ccco2)c2ccccc2C(C)=O)cc1 (configuration not stated)
  9	3	25%	6%	12%	14%	13%	-19	-5%	8
COCCCn1c(-c2ccc(Cl)cc2)n[nH]c1=S
  -4	-1	26%	-11%	-4%	-10%	.	9	7%	-3
C=CCNc1nc2ccccc2nc1NS(=O)(=O)c1cccc(C)c1
  13	2	-3%	?	7%	-3%	0%	-2	-7%	23
CCO/C(C)=C1\C(=O)N(CC)c2ccccc21
  4	1	-26%	0%	-5%	8%	-3%	2	1%	2
Cc1cc(C(=O)COC(=O)C2=COCCO2)c(C)n1-c1ccc2c(c1)OCO2
  -5	-4	-6%[15.4 µM]	?	-1%	.	12%	2	-1%	-8
O=C(CCc1nnc2ccc(NCCCN3CCCC3=O)nn12)NCc1ccccc1Cl
  10	-1	-4%	0%	2%	4%	2%	-9	2%	-3
COC(=O)C1CSC(C(=O)OC)N1C(=O)CN1CC(C)OC(C)C1 (configuration not stated)
  3	0	-21%	-1%	-5%	1%	8%	-7	1%	-2
CCCC(=O)Nc1ccc2c(c1)c1ccccc1n2CC
  1	?	-1%	-26%	4%	2%[46.1 µM]	-5%	-6	-1%	-3
COCCn1c(-c2ccc(OC)c(OC)c2)nc2ccccc21
  31	1	-3%	24%	6%	1%	-4%	2	1%	0
CCOC(=O)CN1C(=O)N(CC(=O)OCC)C(c2ccccc2)(c2ccccc2)C1=O
  1	4	5%	3%	4%	-3%	-7%	-2	1%	1
Nc1c(C(=O)Nn2cnnc2)cc([N+](=O)[O-])cc1[N+](=O)[O-]
  -17	3	-14%	7%	-3%	-1%[46.1 µM]	3%	.	2%	.
COc1ccc(NC(=O)Nc2ccccc2C(N)=O)cc1OC
  .	5	.	.	4%	.	.	-5	.	-9
CCn1c(C)cc(C(=O)CSc2nnnn2C2CCCC2)c1C
  3	30	-8%	?	5%	-5%	4%	0	1%	-9
CNS(=O)(=O)c1ccc(NC(=O)Nc2ccc3c(c2)OCO3)cc1
  2	6	-16%	?	-2%	11%	-2%	5	0%	5
CC(C)CCNC(=O)C(c1ccco1)N(CC1CCCO1)C(=O)Cn1nnc2ccccc21 (configuration not stated)
  -5	-2	5%	-5%	-2%	2%[46.1 µM]	-4%	-2	3%	3
O=C(NNc1ccc([N+](=O)[O-])cc1[N+](=O)[O-])C1C2CCCCC21 (configuration not stated)
  4	3	6%	-8%	10%	2%[46.1 µM]	-1%	14	0%	-2
CC1=C(C(=O)Nc2ccccc2C(=O)N2CCCCC2)SCCO1
  11	-3	10%	11%	1%	1%	18%	13	3%	-13
CN1N=C2c3ccccc3CCC2C1c1ccc(Cl)cc1 (configuration not stated)
  0	3	-8%	?	1%	-1%	-6%	3	-1%	0
O=C(Nc1ccc(Cl)cc1)N1CCCC1
  -9	25	10%	?	22%	.	-1%	0	4%	3
O=C(NCc1ccc(F)cc1)c1cnc2n(c1=O)CCS2
  3	1	-1%	6%	-5%	-1%	11%	-4	1%	0
C=CC[C@@H](CC(=O)N[C@H](CO)Cc1ccccc1)C(=O)NCCOC(=O)[C@@H](CC=C)CC(=O)OC(C)(C)C
  4	.	-4%	-1%	.	-5%	3%	-8	1%	0
CCOc1ccccc1NC(=O)c1nc(-c2ccccc2)oc1C
  -8	10	4%	-6%	-1%	-4%	26%	-4	3%	2

Brought forward from above: two compounds, followed by the next part.
Under each structure: TSHR antagonist	TRPV1 ag	Eya2 inh	ELG1 DNA repair	Mito fusion yeast	TCR act	A-T KAP1 phos	KCNH2 WT inh	USP2a block	KCNH2 3.1 block
C=CC[C@@H](CC(=O)N[C@H](CO)Cc1ccccc1)C(=O)NCCOC(=O)[C@@H](CC=C)CC(=O)OC(C)(C)C
  4	.	-4%	-1%	.	-5%	3%	-8	1%	0
CCOc1ccccc1NC(=O)c1nc(-c2ccccc2)oc1C
  -8	10	4%	-6%	-1%	-4%	26%	-4	3%	2
CC(C)COC(=O)NCC12C=CC(O1)C1C(=O)N(c3ccc(Cl)cc3)C(=O)C12 (configuration not stated)
  -6	-3	1%	2%	13%	6%	17%	-2	0%	-6
C=CCC1(CC=C)CCCN1C(=O)c1cc(COc2ccc(-n3cncn3)cc2)on1
  -39	?	-4%	?	-2%	-4%	0%	-2	-2%	3
O=[N+]([O-])c1ccccc1/C=N\Nc1nccs1
  -13	-2	0%	16%	-3%	-1%	-1%	-4	1%	5
COC(=O)CSc1snnc1-c1ccc(F)cc1
  -6	3	6%	15%	-1%	2%	4%	2	2%	3
CCOc1ccc2nc3c(cc2c1)CN(CCOC)C(=NC)S3
  -2	1	3%	2%	3%	-7%[46.1 µM]	9%	-2	-10%	-13
CC(=O)c1c(C)nc2ccc(Br)cc2c1-c1ccccc1
  -10	-4	1%	?	3%	-7%	1%	-4	0%	-2
O=C(CSc1oc(-c2ccco2)nc1S(=O)(=O)c1ccc(F)cc1)NCC1CCCO1 (configuration not stated)
  21	-6	-6%	1%	5%	-3%[46.1 µM]	4%	-8	-1%	19
N#Cc1ccc(Oc2ccc(-c3nc4ccccc4nc3-c3ccccc3)cc2)cc1C#N
  6	1	-10%	-23%	0%	-5%[46.1 µM]	-6%	-5	3%	?
CCOC(=O)c1c(C)[nH]c(C(=O)OC/C(O)=C(\C#N)c2nc3ccccc3[nH]2)c1C
  -10	-3	3%	?	-2%	-1%	-3%	-13	-10%	-6
Cn1c(=O)c([N+](=O)[O-])c(-n2cnc3ccccc32)c2ccccc21
  3	0	0%	?	-3%	1%	9%	-2	2%	-3
Cc1[nH]c(=O)[nH]c(=O)c1S(=O)(=O)N1CCCCC1
  1	1	-17%	2%	-11%	-1%	2%	8	2%	6
N#Cc1ccc(CN2CCN(C(=O)Cn3nc(C(N)=O)c4ccccc4c3=O)CC2)cc1
  -3	-2	2%	-8%	6%	7%	1%	9	2%	-6
COc1ccc(C(=O)CN(C(=O)c2ccc(Cl)cc2)N2C(=O)c3ccccc3C2=O)cc1
  -2	-2	4%	25%	-3%	0%	4%	-2	3%	0
CN1CCN(CCCNC(=O)Nc2cccc3ccccc23)CC1
  1	0	2%	1%	1%	-5%	-2%	3	-4%	1
COc1cccc(CNC(=O)c2nnn(CC(=O)Nc3ccc(Br)cc3)c2N)c1
  -2	1	-2%	?	-2%	-3%	6%	-7	1%	35
O=C(CCN1CCC(c2ccccc2)C1)c1ccccc1 (configuration not stated)
  17	-1	-2%	-12%	2%	.	-7%	2	0%	8
Cc1cccc(NC(=O)C2CC(=O)OC23CCCCC3)c1 (configuration not stated)
  7	-2	4%	2%	0%	5%	2%	11	2%	-5
Cc1ccc(-n2c(SCC(=O)NCC3CCCO3)nnc2-c2ccoc2C)cc1 (configuration not stated)
  2	.	12%	-3%	-1%	-4%	15%	3	1%	-9
N#Cc1c(NC(=O)CSCC(=O)O)sc2c1CCCC2
  -2	1	16%	-2%	-1%	-24%	2%	3	4%	1
COC(=O)c1cn(-c2ccc(F)cc2)c(=O)c2ccccc12
  1	-1	2%	4%	-3%	-2%	5%	2	3%	2
N=C1C(c2ccccc2)=C(O)CN1CCO
  -3	-2	15%	4%	-3%	-4%	1%	-3	0%	-9
O=C(OC(C(=O)NC1CCCC1)c1ccncc1)C1=Cc2ccccc2OC1 (configuration not stated)
  5	25	-8%	-8%	-1%	-4%	-5%	-1	3%	0

Only part of the results is shown; the hit share may differ from the screen's.
